Assay outcomes as filed in PubChem BioAssay.
RSV CPE inhibition: inhibition of RSV-induced cytopathic effect – HEp-2 cells, primary 10 µM value included (AID 2391); HEp-2 cells, RSV-induced CPE inhibition; higher % means a stronger effect; CPE inhibition, % at 10 µM, or IC50 in µM where a hit was titrated; 0.13% of 310,000 active; in the data active means a potency from the dose series; inconclusive means CPE inhibition mostly from about 23% at the one dose, without a potency; inactive means the rest, 99 in 100 with CPE inhibition below about 21%; further: strong numbers were not always called active
NS5 inhibitors: Dengue-2 NS5 methyltransferase inhibitors, primary screen, biochemical, confirmation dose response (AID 588689); Dengue-2 NS5 methyltransferase capping enzyme assay, biochemical; higher % means a stronger effect; inhibition, % at 25 µM; hits with a dose series show IC50 in µM; 0.3% of 340,000 active; in the data active means a potency from the dose series; inconclusive means inhibition above about 29% without an active follow-up result
ER stress rescue: rescue of cells from ER stress-induced death, primary screen, 384-well, CSM14.1, thapsigargin, ATP luminescence (AID 1222); CSM14.1 thapsigargin-induced death rescue, ATP luminescence; higher % means a stronger effect; one-dose cellular ATP content (survival), % at 20 µM; EC50 in µM for titrated hits; 190,000 tested, under 10 active;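 active means EC50 below 50 µM in the dose-response confirmation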;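 further: death triggered by thapsigargin at about 15 µM added after 2 h compound pretreatment; cell ATP read after overnight thapsigargin exposure of roughly 18 to 22 hours; normalized against plate controls of thapsigargin alone and 5% DMSO vehicle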
WT yeast gro inh: growth inhibition of WT yeast, mitochondrial fusion screen; mitochondrial fusion phenotypic screen, WT strain; inhibition, % at 10 µM; 2.1% of 190,000 active; AID 1362; in the data active means inhibition above about 58%; tested in S. cerevisiae
XIAP antagonists: small molecules displacing peptide from XIAP – biochemical, IAP family, fluorescence polarization (AID 1018); XIAP BIR domain, fluorescence polarization peptide displacement; higher % means a stronger effect; displacement, % at 20 µM; hits with a dose series show IC50 in µM; 0.007% of 200,000 active; in the data active means displacement above about 50%; further: a part of the inactive calls stands beside numbers as strong as those of hits
SV40 large T antigen: TAg ATPase/helicase activity blockers – biochemical (AID 1903); SV40 large T antigen ATPase/helicase inhibition assay; higher % means a stronger effect; inhibition, % at 20 µM, or IC50 in µM where a hit was titrated; 0.39% of 310,000 active; in the data active means a potency from the dose series; inconclusive means inhibition mostly from about 32% at the one dose, without a potency; inactive means the rest, 99 in 100 with inhibition below about 32%; further: strong numbers were not always called active
K1F lysis inhibition: protection from phage-mediated lysis, alamar blue read-out – E. coli UTI89, K1F phage, bacterial capsule biogenesis inhibitors (AID 488966); E. coli UTI89 K1F phage lysis, alamar blue, 2 h; higher % means a stronger effect; one-dose inhibition, % at 100 µM; IC50 in µM for titrated hits; 0.02% of 340,000 active;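 active means phage lysis inhibition, versus mean bacterial control, above a set limit; inconclusive means no clear call, values can overlap the other calls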;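 further: capsule biogenesis inhibitors block K1F phage lysis so surviving cells raise fluorescence; higher fluorescence means more inhibition of phage lysis; actives were called in the ten point dose series up to 300 µM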
Yfh1-off respiration: mitochondrial function rescue without frataxin homolog – Friedreich's ataxia, plus single-dose screen, dose response (AID 1465) | fold induction at 50 µM; hits with a dose series show EC50 in µM | S. cerevisiae Yfh1-off respiration, WST-1 reduction, 72 h; higher fold induction means a stronger effect | 0.074% of 220,000 active;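 active means fold induction of absorbance versus untreated yeast above a set limit, then at least 30% activation at any dose in follow-up; inconclusive means repeats straddling the limit, or above it without dose testing; inactive means fold induction below the set limit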;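 further: activators that raise dye reduction in frataxin-depleted yeast; strong numbers were not always called active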
West Nile virus CPE: inhibition of WNV-induced cytopathic effect – cell-based, CPE readout (AID 1621); CPE inhibition, % at 10 µM, or IC50 in µM where a hit was titrated; 0.02% of 290,000 active; West Nile virus-infected cells, CPE inhibition; higher % means a stronger effect; in the data active means a potency from the dose series; inconclusive means CPE inhibition mostly from about 3.7% at the one dose, without a potency; inactive means the rest, 99 in 100 with CPE inhibition below about 2.2%; further: strong numbers were not always called active
WT yeast gro inh mutant strain: further read-out of WT yeast gro inh, marked with its call; inhibition, %; mitochondrial fusion phenotypic screen, mutant strain inhibition
* = called active by the depositor; i = inactive; u = inconclusive; x = not tested or not shown; [ ] = another dose, or the depositor's remark.

SMILES	RSV CPE inhibition	NS5 inhibitors	ER stress rescue	WT yeast gro inh	WT yeast gro inh mutant strain	XIAP antagonists	SV40 large T antigen	K1F lysis inhibition	Yfh1-off respiration	West Nile virus CPE
Cc1cc(C)nc(SCc2n[nH]c(=S)n2C)n1	1.4%	-1.3%	-3.0%	2.9	7.8	-8.2%	12.0%	0.6%[50 µM]	i	1.2%
CC(NC(=O)[C@@H](NC(=O)[C@@H]1Cc2ccccc2CN1)C(C)C)c1ccccc1 (stereo partly specified)	0.3%	1.8%	x	x	x	x	3.4%	4.0%	x	-0.6%
CCOc1ccccc1Oc1coc2cc(O)ccc2c1=O	1.5%	-5.6%	1.6%	0.3	4.8	-4.4%	-1.4%	-0.1%	i	0.3%
CCC(=O)N1CCc2cc(-c3csc(NC(=O)c4ccco4)n3)ccc21	1.0%	7.3%	x	x	x	x	13.5%	-0.1%	x	1.1%
Cn1c(SCC(=O)Nc2ccccc2F)nnc1-c1ccc(S(=O)(=O)N2CCOCC2)cc1	-1.2%	-3.3%	0.3%	-10.3	2.0	-4.3%	13.7%	-3.1%	i	0.0%
CC12CN3CCN(CC(C3)C1(O)CN1CCCCC1)C2 (stereo unspecified)	-1.7%	-8.9%	1.3%	5.3	2.2	-5.4%	11.2%	0.6%	i	0.3%
CCCCC1=CC2=CC(=O)C(C)(OC(=O)c3ccc(Cl)nc3)C(=O)C2=CO1 (stereo unspecified)	2.2%	x	x	x	x	x	14.2%	x	i	-0.5%
Cc1nnc2n(c1=O)C(CS(=O)(=O)c1ccccc1)CS2 (stereo unspecified)	1.8%	0.7%	-0.7%	20.2	28.4	-6.7%	0.7%	0.0%	i	0.1%
CCOCCn1c(CN2CCCC(C)C2)nc2c1c(=O)n(C)c(=O)n2C (stereo unspecified)	1.9%	-4.2%	x	x	x	x	5.8%	-2.4%	i	-0.1%
O=C(Nc1ccc(-c2n[nH]c(=S)o2)cc1)c1ccccc1Br	1.9%	2.7%	x	x	x	x	11.5%	0.0%	x	-0.8%
COC(=O)C1=C(C)NC(=S)NC1c1ccc(-c2cc(Cl)ccc2Cl)o1 (stereo unspecified)	0.9%	9.3%	x	x	x	x	21.2%	0.3%	i	0.8%
CC(Nc1nc2ccccc2n2cnnc12)c1ccccc1 (stereo unspecified)	4.1%	-8.7%	x	x	x	x	24.5%	0.1%[50 µM]	i	-0.7%
O=C(Cn1cnc2c(cnn2-c2ccccc2)c1=O)N1CCCc2ccccc21	12.3%	-6.2%	1.0%	-8.9	-4.6	-1.7%	16.4%	0.3%	i	0.1%
COc1ccc(/C=C/C(=O)NC(=S)NNC(=O)c2c(-c3ccccc3)noc2C)cc1	4.6%	-3.3%	0.5%	-26.2	-33.8	-7.8%	3.0%	2.2%[50 µM]	i	-1.1%
CCc1c(C)nc(SCC(=O)NNC(=O)Cc2ccc(OC)cc2)[nH]c1=O	-1.9%	-1.6%	x	x	x	x	9.8%	1.0%[50 µM]	i	0.6%
Cc1ccc(-n2c(-c3ccco3)nc3c(cnn3-c3ccccc3C)c2=O)cc1	2.8%	-2.8%	0.6%	14.9	-3.7	-3.5%	8.1%	-1.7%	i	-0.1%
O=C1CNC(=S)N1Cc1ccc(F)cc1	0.0%	2.6%	x	x	x	x	-1.3%	7.4%	x	0.6%
Cc1nn(-c2ccccc2)c2nc3c(cc12)C(=O)CCC3	5.9%	-6.5%	-4.3%	0.3	1.7	-13.5%	17.1%	-5.4%	i	-0.4%
CCOC(=O)c1c(S(=O)(=O)N2CCN(c3ccc(F)cc3)CC2)c(C)n(C)c1C	2.1%	-5.2%	x	x	x	x	7.9%	0.1%	x	-0.6%
Nc1cc(=O)n(Cc2ccccc2)c(=O)n1-c1ccc(F)cc1	x	0.8%	x	x	x	x	3.6%	0.6%	i	-0.1%
Cc1cccnc1NC(=O)C1CC(=O)N(c2ccc3c(c2)OCCO3)C1 (stereo unspecified)	0.2%	2.9%	x	x	x	x	4.9%	0.9%[50 µM]	x	x
CCOC(=O)N1CCC2(CC1)CC(=O)c1cc(O)ccc1O2	-1.5%	4.3%	-1.5%	-11.1	-4.2	-5.7%	-0.3%	-0.4%	i	0.8%
O=C(CN1CCCC1)Nc1ccc(NC(=O)Nc2ccccc2Cl)cc1	-1.5%	8.0%	x	0.0	1.5	-1.9%	0.8%	0.1%	i	-0.2%
Cc1sc(/C=C2\C(=O)ON=C2c2ccccc2)cc1Br	2.5%	x	-2.7%	-26.6	-12.5	-2.9%	9.2%	x	i	0.3%
N#CCCN(C(=O)COc1ccc(Br)cc1F)c1ccc(F)cc1	0.3%	-12.4%	-1.3%	-8.1	-6.3	-2.3%	-1.3%	0.5%	i	x
COc1ccc(/C=C/C(=O)NCCCn2ccnc2)cc1	1.4%	-10.3%	8.4%	-5.1	7.7	-1.7%	-2.7%	-5.9%	i	0.2%
O=C(COC(=O)c1cccc(NS(=O)(=O)/C=C/c2ccccc2)c1)Nc1ccccc1OC(F)F	2.0%	-10.2%	19.5%	-10.4	-6.0	-8.1%	12.6%	3.9%	i	-0.6%
COc1ccc(Cl)cc1NC(=S)NCCC(c1ccccc1)c1ccccc1	20.1%	-3.9%	-2.0%	46.2	-13.0	-1.9%	3.9%	0.4%	x	x
CN(C)C(=O)c1cc(C(=O)Cc2ccccc2)c[nH]1	-0.3%	-6.2%	x	x	x	x	2.1%	0.5%	x	-0.3%
Cc1cccc(OCCOc2ccccc2C=C(C#N)C#N)c1	6.2%	-7.3%	-0.7%	9.3	-9.0	-0.7%	25.4%	1.2%	i	-0.6%

Rewritten with two lines to a compound: entries from further up.
Values in the order: RSV CPE inhibition | NS5 inhibitors | ER stress rescue | WT yeast gro inh | WT yeast gro inh mutant strain | XIAP antagonists | SV40 large T antigen | K1F lysis inhibition | Yfh1-off respiration | West Nile virus CPE
- Cc1cc(C)nc(SCc2n[nH]c(=S)n2C)n1
    1.4% | -1.3% | -3.0% | 2.9 | 7.8 | -8.2% | 12.0% | 0.6%[50 µM] | i | 1.2%
- CC(NC(=O)[C@@H](NC(=O)[C@@H]1Cc2ccccc2CN1)C(C)C)c1ccccc1 (stereo partly specified)
    0.3% | 1.8% | x | x | x | x | 3.4% | 4.0% | x | -0.6%
- CCOc1ccccc1Oc1coc2cc(O)ccc2c1=O
    1.5% | -5.6% | 1.6% | 0.3 | 4.8 | -4.4% | -1.4% | -0.1% | i | 0.3%
- CCC(=O)N1CCc2cc(-c3csc(NC(=O)c4ccco4)n3)ccc21
    1.0% | 7.3% | x | x | x | x | 13.5% | -0.1% | x | 1.1%

Remaining list, next part:
SMILES	RSV CPE inhibition	NS5 inhibitors	ER stress rescue	WT yeast gro inh	WT yeast gro inh mutant strain	XIAP antagonists	SV40 large T antigen	K1F lysis inhibition	Yfh1-off respiration	West Nile virus CPE
Cc1ccc(NC(=O)NCc2cccnc2)cc1Cl	1.7%	-7.1%	x	x	x	x	18.8%	0.1%	x	-0.1%
O=c1c2ccccc2ncn1-c1ccc(Cl)cc1[N+](=O)[O-]	-0.1%	2.4%	-0.7%	1.5	-7.4	-6.4%	x	-1.9%	i	-0.6%
Cc1cc(C)nc(N/N=C/c2ccccc2OCc2ccc(Br)cc2)n1	u	0.7%	-2.4%	28.1	17.5	-8.4%	15.3%	1.1%[50 µM]	i	-0.8%
C=CCn1c(COc2ccc(Cl)cc2)nnc1SCC(=O)c1c(N)n(C)c(=O)n(C)c1=O	-2.3%	-0.8%	-1.8%	-10.4	-10.6	-11.9%	-1.0%	3.9%	i	0.5%
Cc1ccsc1C(=O)OCC(=O)N1CCc2ccccc2C1	1.9%	-2.3%	-0.7%	-7.3	7.0	-6.1%	10.0%	0.3%	i	0.0%
COCCn1c(SCC(=O)c2[nH]c(C)c(C(C)=O)c2C)nc2ccccc2c1=O	-0.9%	0.8%	x	x	x	x	13.5%	0.3%	i	0.2%
CC1(c2nnc(-c3cccc(Cl)c3)o2)CC(c2c(Cl)cccc2Cl)=NO1 (stereo unspecified)	7.8%	-9.6%	x	x	x	x	11.1%	0.8%	i	-0.7%
Cc1ccc(-n2c(SCC(=O)Nc3ccc4c(c3)OCO4)nnc2-c2ccoc2C)cc1	2.0%	-9.7%	0.7%	12.9	1.0	-2.6%	20.7%	9.6%	i	0.2%
NC(=NC(=O)c1ccccc1)N1CCN(C(c2ccccc2)c2ccccc2)CC1	2.3%	-1.6%	x	x	x	x	9.4%	0.8%	i	-0.2%
CCN(C(=O)CCN1C(=O)c2ccccc2C1=O)C1CCCCC1	1.7%	-2.4%	0.4%	-19.1	-41.5	-7.9%	14.3%	4.8%	i	0.3%
COc1ccc(OC)c(C2C(C(N)=O)=C(C)Nc3nc(-c4cccc(Cl)c4)nn32)c1 (stereo unspecified)	-0.5%	-1.6%	-3.0%	3.4	-17.2	-4.0%	27.8%	-0.1%	i	0.4%
CC1=C(C(=O)OC(C)C)C(c2cccs2)NC(=O)N1 (stereo unspecified)	0.6%	-3.6%	x	-10.7	-2.2	-4.9%	29.0%	0.2%	i	0.8%
CCCCCNC1=CC(=O)CC(c2ccccc2)C1 (stereo unspecified)	0.5%	-4.8%	-1.3%	41.4	-15.7	-5.2%	0.7%	0.1%	i	-0.4%
O=C(Nc1ccc2c(c1)OCO2)N1CCN(C(=O)C2CCCO2)CC1 (stereo unspecified)	1.4%	1.6%	-1.5%	-17.0	9.6	1.8%	3.7%	0.8%	i	0.1%
CCOC(=O)c1c(/N=C/c2cccc(C)c2O)sc2c1CCN(C)C2	1.8%	-5.1%	-1.6%	-2.2	1.2	0.2%	0.3%	0.5%[50 µM]	i	-0.5%
O=C(c1ccccc1)c1cc([N+](=O)[O-])ccc1N1CCOCC1	0.5%	4.5%	-0.6%	-20.2	-20.9	-2.3%	0.6%	0.2%	i	-0.7%
CC(C)COc1cccc(C(=O)NNC(=O)C2COc3ccccc3O2)c1 (stereo unspecified)	1.3%	-3.9%	x	x	x	x	16.3%	0.3%[50 µM]	x	0.1%
COCCNC(=O)C(c1cccs1)N(C(=O)Cn1nnc2ccccc21)c1ccc2c(c1)OCO2 (stereo unspecified)	3.3%	0.0%	-2.7%	9.9	-13.2	-2.3%	5.5%	4.1%	i	-0.2%
CCN(CC)CCOCCOc1ccccc1F	-0.2%	0.0%	-2.2%	2.8	5.0	-10.6%	1.9%	0.8%	i	-0.1%
Cc1cccc(Nc2nc(-c3ccccc3)cs2)n1	21.8%	x	x	x	x	x	7.9%	0.1%	x	-0.6%
Cn1c(=O)cc(SCC(=O)NCCCN2CCOCC2)c2ccc(Cl)cc21	1.1%	2.3%	-0.8%	-8.7	-15.8	-2.4%	4.7%	0.1%	i	0.1%
COc1ccc(N2CCN(C(=O)C3CCN(S(=O)(=O)c4ccc(F)cc4)CC3)CC2)cc1	-0.3%	-5.8%	1.5%	-0.2	9.6	-3.0%	22.5%	-1.0%	i	-0.7%
Cc1nc(-c2ccc(NC(=O)/C=C\C(=O)O)cc2)cs1	0.5%	0.7%	-2.1%	-7.8	-17.8	-8.1%	20.2%	0.4%	i	0.8%
